Source: PubChem BioAssay
SW480 rerep: A quantitative high throughput screen for small molecules that induce DNA re-replication in SW480 colon adenocarcinoma cells; SW480 DNA re-replication, Hoechst DNA content imaging, 48 h; Potency, µM (top dose mostly 46.1 µM), for inactives: at the highest dose re-replication activation, hits mostly activators; actives 1.8% (n = 340,000); AID 624297, 2012; also: % of control where 0% means no effect; nearly all actives have a fitted effect of over 55% in size
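Per well, 250 cells were exposed to pinned compound for 48 hr. Nuclear DNA was visualised with Hoechst (40 min, 37 C) and total object intensity recorded by fluorescence scanning.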
GLP1R cytotox: qHTS of GLP-1 Receptor Inverse Agonists: Cytotox Screen | HEK293 cAMP-luciferase reporter cells, luminescence, 24 h | Potency, µM (doses to about 38.3 µM), inactives show at the top dose activity change, negative = inhibition, actives largely listed as inhibitors | actives 0.13% (n = 410,000);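 also: loss of luciferase light is scored as toxicity; % is scaled to controls: 0 for no effect and ±100 for the full control effect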
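Step one: seed cells (200 cells/uL, DMEM with 10% Nu serum, 1% pen-strep). Step two: 12-hour incubation at 37 deg C. Step three: pin 23 nL compound, incubate 24 hr. Step four: add luciferase reagent, read luminescence 12 min later.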
GLP1R ag: qHTS of GLP-1 Receptor Agonists. actives 0.007% (n = 380,000). AID 624172, 2012. Potency, µM (doses to about 45.6 µM), for the others: at the top dose activation, most hits filed as activators. HEK293 GLP-1R CRE-luciferase, luminescence, 4-6 h; cells express a hypersensitive GLP-1R form. Glucagon-like peptide 1 receptor (Homo sapiens), P43220; also: % of control where 0% means no effect
Target sequence (P43220 whole entry, looked up): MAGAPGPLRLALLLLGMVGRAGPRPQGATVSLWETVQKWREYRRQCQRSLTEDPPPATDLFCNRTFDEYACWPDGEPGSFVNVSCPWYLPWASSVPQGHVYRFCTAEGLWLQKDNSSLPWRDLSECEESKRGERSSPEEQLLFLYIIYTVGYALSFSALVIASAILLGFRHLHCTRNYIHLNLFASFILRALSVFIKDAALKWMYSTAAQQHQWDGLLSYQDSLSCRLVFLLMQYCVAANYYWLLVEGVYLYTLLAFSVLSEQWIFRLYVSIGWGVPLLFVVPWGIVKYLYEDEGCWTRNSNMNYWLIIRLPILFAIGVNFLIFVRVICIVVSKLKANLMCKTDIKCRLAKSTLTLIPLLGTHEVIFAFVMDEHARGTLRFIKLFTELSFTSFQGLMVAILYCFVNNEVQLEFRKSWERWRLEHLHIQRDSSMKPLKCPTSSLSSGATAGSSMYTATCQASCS
KB-V1 cytotox: qHTS assay for MDR1-selective chemotherapeutics: Primary screen using the drug-selected MDR subline cells KB-V1; KB-V1 MDR cells viability, CellTiter-Glo, 72 h; Potency, µM (doses to about 46.1 µM), inactives show top-dose activity change, negative = cytotoxicity, actives largely listed as cytotoxic; actives 3.4% (n = 400,000); also: % is scaled to controls: 0 for no effect and ±100 for the full control effect; nearly all actives have a fitted effect of over 60% in size
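KB-V1 MDR subline cells in DMEM (phenol-red free, 10% FBS) exposed to compounds in qHTS concentration series for 72 h at 37 degrees C. Viability read by CellTiter-Glo luminescence; concentration-effect curves fitted after normalization and correction.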
TDP-43 yeast inh: qHTS of TDP-43 Inhibitors. TDP-43 expressing yeast growth rescue, BacTiter-Glo, 24 h. Potency, µM (top dose mostly 46.1 µM), without a hit: at the top dose growth rescue (activation), most hits filed as activators. actives 1.8% (n = 410,000); also: % of control where 0% means no effect; nearly all actives have a fitted effect of over 50% in size
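In this qHTS, compounds that restore growth of yeast expressing TDP-43 appear as activators. Cells (OD600=0.02, galactose medium, raffinose-pregrown) are incubated with compound 24 hr at 30 deg C and growth is quantified by BacTiter-Glo.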
HT1080-NT tox: qHTS for induction of synthetic lethality in tumor cells producing 2HG: qHTS for the HT-1080-NT fibrosarcoma cell line | HT-1080-NT fibrosarcoma viability, CellTiter-Glo ATP luminescence, 48 h | Potency, µM (series often up to 46.1 µM), without a hit: at the highest dose activity, negative = less viability, hits mostly cytotoxic | actives 1.6% (n = 360,000);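 also: NT is the 2HG producing partner of a matched IDH1 knockdown line; 0% = DMSO-treated cells and -100% = media-only wells without cells; nearly all actives have a fitted effect of over 55% in size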
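Toxicity toward the 2HG-producing NT line was scored as %Activity, normalised to DMSO and no-cell wells, from CellTiter-Glo luminescence after 48 hours' treatment.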
KB-3-1 cytotox: qHTS assay for MDR1-selective chemotherapeutics: Primary screen using the parental adenocarcinoma cell KB-3-1 | KB-3-1 viability, CellTiter-Glo ATP luminescence, 72 h | actives 1.4% (n = 400,000) | AID 1347075, 2019 | Potency, µM (highest dose often 46.1 µM), for the others: at the highest dose activity change, negative = cytotoxic, most hits filed as cytotoxic; also: % is scaled to controls: 0 for no effect and ±100 for the full control effect; nearly all actives have a fitted effect of over 60% in size
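Viability of parental KB-3-1 cells, measured by CellTiter-Glo luminescence, followed a 72 h incubation at 37 °C with pinned compounds in phenol-red-free DMEM containing 10% FBS.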
HT1080 IDH1KD tx: qHTS for induction of synthetic lethality in tumor cells producing 2HG: qHTS for the HT-1080-IDH1KD cell line; HT-1080 IDH1 knockdown viability, ATP luminescence, 48 h; Potency, µM (highest dose often 46.1 µM), without a hit: at the highest dose activity, negative = toxicity, usual class: cytotoxic; actives 2% (n = 360,000);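 also: 0% = DMSO wells and -100% = cell-free medium wells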
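Cytotoxicity counter-line: IDH1KD HT-1080, 48 h, CellTiter-Glo. Curves classed by r2, magnitude and activity.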
GLP1R inv ag: qHTS of GLP-1 Receptor Inverse Agonists (Inhibition Mode); actives 1.6% (n = 410,000); AID 624417, 2012; Glucagon-like peptide 1 receptor (Homo sapiens), P43220; Potency, µM (doses to about 38.3 µM), without a hit: at the highest dose activity change, negative = inhibition, most hits filed as inhibitors; HEK293 GLP-1R CRE-luciferase, luminescence, 24 h; GLP-1R form is constitutively active; also: % is scaled to controls: 0 for no effect and ±100 for the full control effect; nearly all actives have a fitted effect of over 55% in size
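HEK293 cells stably co-expressing a cAMP-responsive luciferase reporter and constitutively active GLP-1R were seeded, incubated 12 h, then exposed to compounds for 24 h at 37 C. Luminescence was read 12 min after detection reagent; inverse agonists lower signal.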
Active calls of the source: *; ? = inconclusive; . = no result given; & = joins results of further samples; [ ] = dose if it differs, or a comment. Calls follow the shape of the dose curve; as a rule, active = well fitted curve in the direction sought with a large enough effect; inconclusive = small, poorly fitted or top-dose-only effect, or another doubt; inactive = no such curve, though single readings can be large; an effect the other way counts as inactive or inconclusive. Potency is read from the fitted curve at half-maximal effect.

SMILES	SW480 rerep	GLP1R cytotox	GLP1R ag	KB-V1 cytotox	TDP-43 yeast inh	HT1080-NT tox	KB-3-1 cytotox	HT1080 IDH1KD tx	GLP1R inv ag
Cn1ncc2c(O/N=C(\N)c3ccc(C(F)(F)F)cc3)ncnc21	7.3µM*	?	4%	?	-92%[inhibitor]	21µM*	?	16µM*	?
COc1ccc(Oc2c(C)oc3cc(OC(=O)N4CCOCC4)ccc3c2=O)cc1	-3%	3%	8%	-17%	-14%	-3%	8%	26%	0%
Cc1ccc(C(=O)COC(=O)C(Cc2c[nH]c3ccccc23)NC(=O)c2ccc(C(C)(C)C)cc2)cc1 (centres undefined)	.	8%	.	-1%	-3%	.	11%	.	?
O=C(CN1CCN(S(=O)(=O)c2ccc(Br)cc2)CC1)N/N=C/c1ccco1	-3%	-1%	-3%	-27%	?	3%	18%	12%	6%
Cc1ccc(C(=O)NC(=C(Cl)Cl)S(=O)(=O)c2ccc(C)cc2)cc1	?	?	-13%	-11%	0%	?	4%	?	?
O=C(c1ccc(F)c(S(=O)(=O)N2CCOCC2)c1)N1CCN(c2ccc(F)cc2)CC1	-12%	-4%	13%	-12%	4%	8%	-1%	1%	-7%
CC(C)NC(=O)CN1CCN(Cc2nc(-c3cccs3)no2)CC1	-1%[1.84 µM]	-2%	2%	-4%	.	16%	-2%	21%	-27%
Cc1ccsc1C(=O)N1CCc2ccccc2C1	1%	15%	6%	0%	19%	-4%	5%	2%	?
Cc1nc(-c2cccc(S(=O)(=O)N3CCCC(C)C3)c2)cs1 (centres undefined)	-14%	5%	2%	0%	21%	-4%	0%	-7%	?
O=C(O)CNc1ccc(S(=O)(=O)C(F)(F)F)cc1[N+](=O)[O-]	-17%	-17%	0%	-5%	-29%	3%	-1%	0%	36%[activator]
COc1ccc(-c2ccccc2)cc1NCc1ccc(OC)c(OC)c1	-7%	-1%	0%	16µM*	?	10%	-6%	7%	-7%
N#Cc1c(-c2ccc([N+](=O)[O-])cc2)nc2n(c1=O)CCS2	-10%	3%	-3%	2%	4%	4%	22%	3%	8%
Cc1cc(NC(=O)COC(=O)c2ccccc2Cl)no1	2%	0%	-5%	13%	?	1%	-5%	-2%	0%
COc1ccc(CCNC(=O)CSc2nnc(-c3ccc(F)cc3)o2)cc1OC	-9%	-17%	-2%	-14%	-25%	-3%	0%	-4%	5%
O=C(CCCn1c(=O)[nH]c2ccccc2c1=O)N1CCN(c2ccccc2)CC1	.	-7%	.	-3%	-1%[9.22 µM]	.	-2%	.	-1%
COc1ccc(/C=C/C(=O)NCC(=O)N/N=C(/CCC(=O)O)c2ccccc2)cc1	-10%	-4%	0%	?	9%	0%	-10%	-2%	?
COc1ccc2c(c1)C(=O)C(=O)N2CC1COc2ccccc2O1 (centres undefined)	?	-21%	7%	?	-88%[inhibitor]	?	15µM*	-27%	?
Cc1ccc(/C=C2\SC(=S)N(CCCC(=O)NNC(=O)c3ccccc3O)C2=O)cc1	1%	7%	0%	-11%	-7%	-1%	0%	-3%	?
CCN=C1S/C(=C\c2ccc(N3CCOCC3)cc2C)C(=O)N1CC	?	-4%	4%	?	0%	0%	6.5µM*	-3%	26%
Cc1ccc(-c2ccc(CN3C(C)C(=O)N(Cc4cn(CCC5OCCCO5)nn4)CCS3(=O)=O)cc2)cc1 (centres undefined)	.	3%	14%	?	4%	-20%	-19%	-11%	?

Of the compounds above, these have a COOH group.
SMILES	SW480 rerep	GLP1R cytotox	GLP1R ag	KB-V1 cytotox	TDP-43 yeast inh	HT1080-NT tox	KB-3-1 cytotox	HT1080 IDH1KD tx	GLP1R inv ag
O=C(O)CNc1ccc(S(=O)(=O)C(F)(F)F)cc1[N+](=O)[O-]	-17%	-17%	0%	-5%	-29%	3%	-1%	0%	36%[activator]
COc1ccc(/C=C/C(=O)NCC(=O)N/N=C(/CCC(=O)O)c2ccccc2)cc1	-10%	-4%	0%	?	9%	0%	-10%	-2%	?

Entries listed so far that bear a hit mark in SW480 rerep.
molecule	SW480 rerep	GLP1R ag	TDP-43 yeast inh
Cn1ncc2c(O/N=C(\N)c3ccc(C(F)(F)F)cc3)ncnc21	7.3µM*	4%	-92%[inhibitor]

Later entries
SMILES	SW480 rerep	GLP1R cytotox	GLP1R ag	KB-V1 cytotox	TDP-43 yeast inh	HT1080-NT tox	KB-3-1 cytotox	HT1080 IDH1KD tx	GLP1R inv ag
CC(C)c1nnc(NC(=O)C2CCN(c3nc4ccccc4s3)CC2)s1	-1%	3%	6%	10%	-17%	8%	-15%	10%	29%
Cc1cccc(C)c1OCCSc1n[nH]c(N)n1	-4%	-9%	0%	22%	-6%	-1%	9%	-4%	11%
CCc1ccc(/C=C/C(=O)c2cc(Br)ccc(=O)c2O)cc1	?	?	-33%[inhibitor]	10µM*	?	21µM*	?	?	?
CCN(CC)S(=O)(=O)c1ccc(N2CCN(c3ccccc3OC)CC2)c(N)c1	20%	-1%	4%	-32%	-21%	?	-2%	?	10µM*
Cc1cc(NC(=O)c2c(Br)c(C)nn2C)no1	2%	-3%	2%	-2%	-28%	-3%	3%	0%	10%
CN(c1ccccc1C(=O)Nc1ccccc1C(=O)NCc1ccco1)S(C)(=O)=O	17%	17%	3%	15µM*	10%	2%	10%	26%	19%
CCN(CC)C(=O)[C@H]1C[C@H](CC(=O)NCCCOC)C(=O)N2CCc3c([nH]c4cc(CCC(=O)N(C)C)ccc34)[C@]12C	-60%[inhibitor]	4%	-2%	0%	3%	2%	0%	6%	10%
N=C1C(c2nc3ccccc3s2)=C(O)CN1Cc1ccccc1	?	?	-6%	?	-7%	?	4.1µM*	?	17%
O=C(CSc1ncnc2nc[nH]c12)c1ccccc1	4%	14%	1%	?	-7%	?	?	?	1%
CC(C)Oc1ccc(CNC2CCOC(C)(C)C2)cc1 (centres undefined)	0%	-1%	-8%	-25%	-16%	10%	-1%	7%	-21%
CC(=O)c1ccc2c(c1)CC1(C2)Cc2cc3c(cc2C1)C(=O)CC3 (centres undefined)	7.3µM*	?	1%	2.6µM*	16µM*	?	3.7µM*	?	?
CC(=O)N1N=C(c2ccccc2)OC1c1ccc([N+](=O)[O-])s1 (centres undefined)	1%	-7%	2%	-5%	?	?	-7%	?	267%[activator]
O=C(Nc1cccc(C(=O)N2CCN(c3ccccc3F)CC2)c1)c1nsc2ccccc12	.	-2%	.	-3%	?	.	-17%	.	?
CC(C)N(C(=O)C[n+]1ccsc1N)c1ccccc1	15%	16%	1%	11%	0%	4%	3%	-1%	10%
O=C(Nc1ccc(N2CCOCC2)cc1N1CCOCC1)c1ccc(Br)cc1	-8%	1%	2%	13%	10%	1%	3%	-1%	-9%
CN1C(=S)SC(N2OC3C(=O)N(c4ccccc4)C(=O)C3C2c2ccc(Cl)cc2)C1(C)C (centres undefined)	2%	8%	-14%	-13%	4%	0%	-3%	0%	1%
NS(=O)(=O)c1ccc(CCNc2nc(CN3CCCCC3)nc3sc4c(c23)CCC4)cc1	?	-19%	-10%	11%	-7%	2%[9.24 µM]	1%	?	-19%
C=Cn1cc[n+](CC(=O)c2ccc(Cl)cc2)c1	-4%	18%	1%	-3%	-3%	2%	1%	14%	5%
O=C(COc1ccc(N2CC(C(=O)O)CC2=O)cc1)Nc1cccc(C(F)(F)F)c1 (centres undefined)	0%	3%	0%	36%	15%	-1%	0%	1%	2%
CC(=O)c1ccc(NC(=O)C(C)OC(=O)c2ccc3c(c2)nc(C)n3-c2ccccc2)cc1 (centres undefined)	-12%	-20%	6%	4%	-8%	-1%	2%	-2%	72%[activator]
O=C(CSc1nc(=O)n(Cc2ccncc2)c2c1CCC2)Nc1cccc(F)c1	.	5%	.	7%	13%	.	-3%	.	2%
Cc1cc(=S)cc(C)n1CCCO	-19%	7%	3%	?	6%	12%	12%	9%	2%
CN(C)CC(C)(C)CNC(=O)c1cc(=O)c2ccccc2o1	-8%	-41%	-7%	6%	-4%	8%	-6%	-2%	0%
Cc1ccc(C(=O)OCC(=O)N2CC(C)CC(C)C2)cc1S(=O)(=O)N1CCCCC1 (centres undefined)	-300%[inhibitor]	3%	13%	?	7%	-4%	?	-11%	?
Cc1nnsc1C(=O)N/N=C/c1ccc2ccccc2c1O	?	7%	-7%	-17%	10%	4.1µM*	0%	3.7µM*	?
CCc1ccc(OCc2nnc(SCC(=O)NC3CCCCC3)o2)cc1	2%	-4%	20%	-13%	0%	-6%	10%	-4%	?
CCOC(=O)CCCCC(=O)c1[nH]c(=O)[nH]c1Cn1ccnc1	0%	-8%	-10%	13%	-15%	-1%	0%	1%	0%
Cc1cc(=O)n2nc(N3CCCC3C(=O)NCCCN3CC(C)CC(C)C3)sc2n1 (centres undefined)	-2%	17%	5%	?	2%	2%	4%	2%	5%
COc1ccccc1NC(=O)CCCc1nnc2n(C)c(=O)c3sccc3n12	-12%	1%&5%	11%	26%&3%	-4%&-4%	-2%	3%&13%	-7%	1%&-5%

Two of these compounds, reformatted:
Results follow in this order: SW480 rerep, GLP1R cytotox, GLP1R ag, KB-V1 cytotox, TDP-43 yeast inh, HT1080-NT tox, KB-3-1 cytotox, HT1080 IDH1KD tx, GLP1R inv ag
Cc1cc(=O)n2nc(N3CCCC3C(=O)NCCCN3CC(C)CC(C)C3)sc2n1 (centres undefined)
    -2%, 17%, 5%, ?, 2%, 2%, 4%, 2%, 5%
COc1ccccc1NC(=O)CCCc1nnc2n(C)c(=O)c3sccc3n12
    -12%, 1%&5%, 11%, 26%&3%, -4%&-4%, -2%, 3%&13%, -7%, 1%&-5%
